Pf Dd2 growth – inhibitors of Plasmodium falciparum Dd2 growth | 120,000 compounds, 4.3% hits | AID 1347417 | Potency, µM (top dose mostly 28.9 µM), inactives show at the top dose activity, negative = inhibition, most hits filed as inhibitors | P. falciparum Dd2 growth, SYBR Green, 72 h; active = well fitted inhibition curve with a large enough effect; inconclusive = small, poorly fitted or top-dose-only effect; inactive = no such curve, though single readings can be large or run the other way;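 note: plate controls were DMSO vehicle for no effect and reference drug for full effect; nearly all actives have a fitted effect of over 65% in size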
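Infected erythrocytes (Dd2, 0.3% parasitemia, 2.5% hematocrit final) are added to compound in RPMI-1640/Albumax II medium, grown 72 h at 37C in low oxygen, then lysed with saponin/Triton-X containing SYBR Green and read by fluorescence.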
Starred values were filed as active, the others as inactive; [ ] = another dose, or the depositor's remark. Potency is the fitted concentration of half-maximal effect. Only part of the results is shown, so the mix of outcomes need not match the whole.

Results for CCc1ccc(NC(=O)Cn2nnc(C(=O)NCCc3ccccc3)c2N)cc1 ?
Pf Dd2 growth: 3.4%

Results for CC(C)CCN1CCOc2cc([S+](=O)([O-])Nc3cccnc3)ccc2C1 ?
Pf Dd2 growth: inactive

What do the screens show for `Cc1ccc(C(=O)N2CCn3c(nnc3-c3cccnc3)C2)cc1`?
Pf Dd2 growth: 30.1%[activator]

What do the screens show for `COc1ccc(C)cc1NC(=O)C1CCCN(c2cn[nH]c(=O)c2)C1` (configuration not stated)?
Pf Dd2 growth: inconclusive

What do the screens show for `CC(=O)N1CCN(C[C@@H]2C=C(C)[C@H](Cc3nnc(-c4ccncc4)o3)C[C@H]2C(C)C)CC1`?
Pf Dd2 growth: 11.2µM*

Results for COc1cccc(NC(=O)c2cnc(SCC(=O)N3CCCc4ccccc43)n(C)c2=O)c1 ?
Pf Dd2 growth: 7.3%

Results for O=C(Cn1c2ncccc2c(=O)n1-c1ccccc1)Nc1ccc(Cl)cc1C(F)(F)F ?
Pf Dd2 growth: 7.6%

What do the screens show for `CCN(C(=O)CCS(=O)(=O)c1cc2[nH]c(=O)c(=O)[nH]c2cc1C)c1ccccc1`?
Pf Dd2 growth: inactive

What do the screens show for `CCOc1ccc(N2CC(c3nc(-c4cc(OC)c(OC)c(OC)c4)no3)CC2=O)cc1` (configuration not stated)?
Pf Dd2 growth: 36.2%[activator]

What do the screens show for `Cc1cnc(-c2cccnc2)n1C1CCCN(C(=O)C2CC2)C1` (configuration not stated)?
Pf Dd2 growth: -22.2%

Results for O=C(C1CCOC1)N1CCC(N(Cc2ccccc2)C2CCOCC2)CC1 (configuration not stated) ?
Pf Dd2 growth: inconclusive

How did O=S(=O)(c1ccc(Cl)cc1)c1nc(-c2ccccc2)oc1N1CCN(c2ccccc2)CC1 do in these assays?
Pf Dd2 growth: inconclusive

What do the screens show for `CCOc1cc(C2CC(=O)Nc3cc4c(cc32)OCCO4)ccc1O` (configuration not stated)?
Pf Dd2 growth: -12.5%

How did O=C(Nc1ccc(F)cc1)N1CC2CC(C1)[C@H]1CCCC(=O)N1C2 (some centres not stated) do in these assays?
Pf Dd2 growth: 11.2%

What do the screens show for `CO[C@@H]1CCOC[C@H]1NS(=O)(=O)c1cc(F)ccc1C`?
Pf Dd2 growth: 13.8%

Results for COc1ccc(C(C)C)cc1S(=O)(=O)NCCc1c(C)[nH]c2ccc(C)cc12 ?
Pf Dd2 growth: inconclusive

Results for CCOc1ccc(-n2c(=O)c3c4c(sc3n(Cc3cc(=O)n5cc(Cl)ccc5n3)c2=O)CCC4)cc1 ?
Pf Dd2 growth: 1.1%

What do the screens show for `COc1cccc(C(=O)NCCc2nc(C3CC3)nn2Cc2ccccc2)c1`?
Pf Dd2 growth: -29.2%

What do the screens show for `COCCN1C(=O)CCc2cc(NC(=O)CCc3ccccc3)ccc21`?
Pf Dd2 growth: -5.2%

What do the screens show for `COc1cccc(CC(=O)N2CCC3(CC2)NC(=O)N(c2ccc(F)cc2)N3)c1`?
Pf Dd2 growth: -2.8%

How did CCCc1noc(-c2cn(C3CCN(C(=O)c4cc(F)ccc4Cl)CC3)nn2)n1 do in these assays?
Pf Dd2 growth: inconclusive

Results for CN1CCCC2(CCN(c3nc4c(cc3C(N)=O)CCC4)C2)C1=O (configuration not stated) ?
Pf Dd2 growth: -0.9%

Results for COc1cccc(NC(=O)C(=O)NCCc2csc3nc(-c4ccccc4C)nn23)c1 ?
Pf Dd2 growth: 47.9%[activator]

What do the screens show for `CC(=O)NCCC1CCCCN1Cc1nc(C2(c3ccc(C)cc3)CCCC2)no1` (configuration not stated)?
Pf Dd2 growth: inconclusive

Results for COc1cccc(C(=O)Nc2ccccc2-c2nc(-c3ccc(C)cc3)no2)c1 ?
Pf Dd2 growth: 35.6%[activator]

What do the screens show for `Cc1ccc(C)c(N(C)C(=O)CCNC(=O)Cn2cnc3ccccc3c2=O)c1`?
Pf Dd2 growth: 7.4%

How did Cc1ccc(N2CCN(c3ncnc4onc(-c5ccc(F)cc5)c34)CC2)c(C)c1 do in these assays?
Pf Dd2 growth: 58.5%[activator]

Results for CC(=O)c1ccc(NC(=O)OC[C@H]2C[C@@H]3CCN2C[C@@H]3c2cc(-c3cccs3)nn2C)cc1 ?
Pf Dd2 growth: -25.0%

Results for COc1ccc(OC)c(NC(=O)CSc2nc3ccccc3nc2N2CCCCC2)c1 ?
Pf Dd2 growth: 7.4%

Results for Cc1cn2nc(C(=O)NCc3cccnc3)cc2c(=O)[nH]1 ?
Pf Dd2 growth: 36.4%[activator]

Overlap with the part before: two entries; new compounds follow.
Results for COc1ccc(OC)c(NC(=O)CSc2nc3ccccc3nc2N2CCCCC2)c1 ?
Pf Dd2 growth: 7.4%

Results for Cc1cn2nc(C(=O)NCc3cccnc3)cc2c(=O)[nH]1 ?
Pf Dd2 growth: 36.4%[activator]

What do the screens show for `CN1CC(CO)C2(CCN(Cc3ccc(Cl)cc3)CC2)C1` (configuration not stated)?
Pf Dd2 growth: inconclusive

Results for Cc1ccc(C(=O)COC(=O)CCCC(=O)Nc2cc(C(F)(F)F)ccc2Cl)cc1C ?
Pf Dd2 growth: -3.6%

What do the screens show for `O=C1NCCCCCCN(C(=O)Cc2ccccc2)[C@H]2C[C@H](c3nc(Cc4ccccc4)no3)C[C@@H]12`?
Pf Dd2 growth: inconclusive

How did CCN1CCSc2ccc(C(=O)NCc3cccc(F)c3)cc21 do in these assays?
Pf Dd2 growth: 1.7%

What do the screens show for `COc1ccc(N2CCN(C(CNC(=O)CC(C)C)c3ccc4c(c3)OCO4)CC2)cc1` (configuration not stated)?
Pf Dd2 growth: 5.62µM*

What do the screens show for `CCOCC1(C)COc2ccc(C(=O)N(C)c3ccccc3)cc2N1` (configuration not stated)?
Pf Dd2 growth: inactive

What do the screens show for `NC(=O)CCNC(=O)C1=C[C@@H](NC(=O)Cc2cccs2)[C@@H](O)[C@H](O)C1`?
Pf Dd2 growth: -9.3%[44.1 µM]

What do the screens show for `O=C(CN1C(=O)NC(c2ccccc2Cl)C2=C1COC2=O)NC1CCCC1` (configuration not stated)?
Pf Dd2 growth: inactive

How did O=C1NC(=NC2CCCCC2)C2(CCN(CC3CCCCC3)C2)N1c1cc(F)cc(F)c1 (configuration not stated) do in these assays?
Pf Dd2 growth: 5.01µM*

What do the screens show for `Cc1cc(=O)n(CC(=O)Nc2ccc([N+](=O)[O-])cc2)c(-n2nc(C)cc2C)n1`?
Pf Dd2 growth: -8.2%

What do the screens show for `COc1ccc(CN2CCC3(C2)NC(=O)c2ccccc2CO3)cc1` (configuration not stated)?
Pf Dd2 growth: -16.5%

What do the screens show for `Cc1nnc([C@@H]2CC(F)(F)CN2C(=O)c2cccc3[nH]ccc23)o1`?
Pf Dd2 growth: -5.2%

What do the screens show for `O=C(Nc1ccc(Oc2ccccc2)cc1)c1cc2n(n1)CC(c1ccc(Cl)cc1)OC2` (configuration not stated)?
Pf Dd2 growth: inconclusive

What do the screens show for `CCOC(=O)c1c(C)sc(-c2c(-c3cc(C)ccc3C)[nH]c3c2c(=O)[nH]c(=O)n3C)c1O`?
Pf Dd2 growth: -6.3%

Results for Cc1ccc(C(=O)CSc2nc3cc(C(=O)NC4CCCC4)ccc3c(=O)n2CC2CCCO2)cc1 (configuration not stated) ?
Pf Dd2 growth: -16.6%

How did COc1cc(NC(=O)NC[C@H]2O[C@@H](CO)[C@@H](O)[C@H]2N2CCCCC2)cc(OC)c1 do in these assays?
Pf Dd2 growth: 11.9%

What do the screens show for `COc1cc(CCC(=O)N(C)C2CCc3nn(CC4CC4)c(=O)n3CC2)on1` (configuration not stated)?
Pf Dd2 growth: inactive

How did CN(C)CCCn1ccnc1C1CCN(C(=O)C2CCCN(C)C2)CC1 (configuration not stated) do in these assays?
Pf Dd2 growth: 11.4%

How did CC(=O)N1CCC(C(=O)N(C)C2CCc3nn(C)c(=O)n3CC2)CC1 (configuration not stated) do in these assays?
Pf Dd2 growth: 21.4%

Results for CC(C)=CCC1(CO)CCCN(Cc2ccccc2OCCO)C1 (configuration not stated) ?
Pf Dd2 growth: 12.6µM*

Results for CN(C)C[C@@H]1CN(c2ccncn2)C[C@H]1NC(=O)c1ccsc1 ?
Pf Dd2 growth: -10.6%

Results for Cn1cc(S(=O)(=O)c2cccc(Cl)c2)c(=O)c2cc(F)c(N3CCN(c4ccc(F)cc4)CC3)cc21 ?
Pf Dd2 growth: inconclusive

Results for COc1cccc(CNC(=O)CCNS(=O)(=O)c2cccc3nsnc23)c1 ?
Pf Dd2 growth: inactive

How did O=C(Nc1ccc(-c2nc3ccccc3s2)c(O)c1)c1ccc(Br)cc1 do in these assays?
Pf Dd2 growth: 6.1%

Results for O=c1c2nc(-c3ccoc3)ccc2ncn1Cc1ccccc1 ?
Pf Dd2 growth: inconclusive

How did Oc1ccc(-c2nc(C3CC3)nc3c2CN(CC2CCCCC2)CC3)cc1 do in these assays?
Pf Dd2 growth: inconclusive

Results for C=CCN(C)C(=O)C[C@@H]1c2nc(NC(=O)c3cccs3)sc2C[C@@H]2[C@](C)(CO)[C@H](O)CC[C@]21C ?
Pf Dd2 growth: 11.2µM*

Results for Cc1cccc(NC(=O)N2CCc3c(c4cc(F)ccc4n3C)C2)c1 ?
Pf Dd2 growth: inactive

Results for COc1cccc(S(=O)(=O)N2CCCN(C)c3ccccc32)c1 ?
Pf Dd2 growth: inactive

What do the screens show for `Cc1ccc(CN2CCSc3ccc(C(=O)Nc4ccc(Cl)cc4)cc32)cc1`?
Pf Dd2 growth: 7.94µM*

What do the screens show for `CCOc1ccc(-n2c(-c3ccc(C)cc3)nc3c(cnn3-c3ccccc3)c2=O)cc1`?
Pf Dd2 growth: inconclusive

How did Cc1cc(C)cc(NC(=O)N2CCC(N3CCCCC3)CC2)c1 do in these assays?
Pf Dd2 growth: 15.7%

Results for CCc1ccc(CNC(=O)c2nnn3cc(C)[nH]c(=O)c23)cc1 ?
Pf Dd2 growth: 7.94µM*

What do the screens show for `Cc1cccc(C(=O)N2C(C(=O)N3CCOCC3)COC23CCN(C(=O)c2cccc(F)c2)CC3)c1` (configuration not stated)?
Pf Dd2 growth: -14.6%

How did COCCn1ncc(N2CCCC(CC(=O)Nc3cccc(Cl)c3)C2)cc1=O (configuration not stated) do in these assays?
Pf Dd2 growth: -4.5%

Results for Cc1nc2c(C(=O)NCc3ccccc3)c[nH]n2c(=O)c1Cc1ccccc1Cl ?
Pf Dd2 growth: inconclusive

What do the screens show for `CCCc1nc2ccccc2n2c(-c3ccccc3)c3c(=O)n(C)c(=O)n(C)c3c12`?
Pf Dd2 growth: -2.4%

How did COc1ccc(-n2c(C)nc3cc(C(=O)NC4CCCC4)ccc32)cc1 do in these assays?
Pf Dd2 growth: inconclusive

Results for CCc1cccc(NC(=O)N2c3ccccc3CC2c2nc(CCOC)no2)c1 (configuration not stated) ?
Pf Dd2 growth: inactive[5.79 µM]

How did CCC1Oc2ccc(NC(=O)c3ccccc3)cc2CN(Cc2cc(F)cc(F)c2)C1=O (configuration not stated) do in these assays?
Pf Dd2 growth: -28.6%

Results for CNC(=O)[C@@H]1CN(C(=O)c2ccc(OC)c(F)c2)C[C@H]1COC ?
Pf Dd2 growth: 15.9%

How did CCOc1cccc(CN2CCCC(COc3ccccc3C(=O)N3CCCC3)C2)c1 (configuration not stated) do in these assays?
Pf Dd2 growth: inconclusive

Results for CNC(=O)[C@@H]1CCCC[C@@H]1C(=O)N1CCn2nc(Cc3ccccc3)cc2C1 ?
Pf Dd2 growth: -13.5%

How did O=C([C@H]1C[C@H](Oc2ccccc2)CN1C(=O)c1cccc(F)c1)N1CCOCC1 do in these assays?
Pf Dd2 growth: 9.6%

Results for COc1cccc(CNC(=O)C2CCCN(c3nn4cc(-c5ccc(C)cc5)nc4s3)C2)c1 (configuration not stated) ?
Pf Dd2 growth: inconclusive

Already shown: an excerpt of the list.
Results for C=CCN(C)C(=O)C[C@@H]1c2nc(NC(=O)c3cccs3)sc2C[C@@H]2[C@](C)(CO)[C@H](O)CC[C@]21C ?
Pf Dd2 growth: 11.2µM*

Results for Cc1cccc(NC(=O)N2CCc3c(c4cc(F)ccc4n3C)C2)c1 ?
Pf Dd2 growth: inactive

Results for COc1cccc(S(=O)(=O)N2CCCN(C)c3ccccc32)c1 ?
Pf Dd2 growth: inactive

What do the screens show for `Cc1ccc(CN2CCSc3ccc(C(=O)Nc4ccc(Cl)cc4)cc32)cc1`?
Pf Dd2 growth: 7.94µM*

What do the screens show for `CCOc1ccc(-n2c(-c3ccc(C)cc3)nc3c(cnn3-c3ccccc3)c2=O)cc1`?
Pf Dd2 growth: inconclusive

How did Cc1cc(C)cc(NC(=O)N2CCC(N3CCCCC3)CC2)c1 do in these assays?
Pf Dd2 growth: 15.7%

(next part)
Results for Cc1cc(Cl)ccc1NC(=O)c1cccc(NC(=O)N2CCSc3ncccc32)c1 ?
Pf Dd2 growth: inactive

How did CCOc1ccc(C2c3c(oc4ccccc4c3=O)C(=O)N2c2nnc(C)s2)cc1OC (configuration not stated) do in these assays?
Pf Dd2 growth: inactive

Results for O=C(NCc1ccc(Cl)cc1)C1CCCN(C2CCN(C(=O)C3CC3)CC2)C1 (configuration not stated) ?
Pf Dd2 growth: inactive

What do the screens show for `Cc1cc(NC(=O)CSc2nc(-c3cccc(F)c3)nc3c2c(=O)n(C)c(=O)n3C)no1`?
Pf Dd2 growth: -7.1%

Assay outcomes (PubChem BioAssay)
